14-3-3g Raf: modulators of 14-3-3 gamma protein binding, primary screen, biochemical, fluorescence polarization; FP, 14-3-3gamma / TMR-pS259-Raf peptide binding; AID 422, 2006; inhibition, % at 40 µM; 14-3-3 protein gamma (Homo sapiens), P61981; 160,000 compounds, 0.19% hits; in the data active means inhibition above about 30%;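 further: 0% = protein plus tracer without compound and 100% = blank with tracer alone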
Target sequence (P61981 whole entry, looked up): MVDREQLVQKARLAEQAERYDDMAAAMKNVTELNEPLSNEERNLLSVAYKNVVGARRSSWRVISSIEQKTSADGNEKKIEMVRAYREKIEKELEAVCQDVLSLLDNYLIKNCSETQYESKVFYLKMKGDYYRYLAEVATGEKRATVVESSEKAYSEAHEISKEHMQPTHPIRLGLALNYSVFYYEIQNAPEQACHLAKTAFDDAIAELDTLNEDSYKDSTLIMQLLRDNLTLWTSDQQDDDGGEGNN
Active calls of the source: *; & = joins results of further samples.

14-3-3g Raf	structure
2	O=C1C2CCCN2C(=S)N1c1ccccc1 (stereo not given)
0	COc1cccc(C2=CC(c3ccccc3C)n3nnnc3N2)c1 (stereo not given)
0	CCc1ccccc1NC(=O)C1CCN(S(=O)(=O)c2ccc(F)cc2)CC1
5	Cc1cccc(C)c1NS(=O)(=O)c1ccc2c(c1)oc(=O)n2C
-16	O=C(c1cc2ccccc2o1)N1CCc2c([nH]c3ccccc23)C1c1ccccc1 (stereo not given)
10	O=C(Nc1sc2c(c1C(=O)O)CCCCC2)c1ccccc1
9	O=C(NCc1cccs1)c1ccccc1C(=O)NCc1cccs1
0	Cn1c(=NC(=O)c2ccc(C(C)(C)C)cc2)sc2cc(S(C)(=O)=O)ccc21
2	COc1cc2c(cc1NC(=O)CSc1nc3ccccc3s1)oc1ccccc12
-2	COc1ccccc1-c1nnc(Nc2nc3c(OC)cccc3s2)o1
-10	CCOC(=O)CSc1nc(N)c2c3c(sc2n1)COC(C)(C)C3
3	CC(C)(C)c1ccc(OCC(=O)Nc2nccs2)cc1
-33	CN(C)C1N(C(=O)c2ccccc2)N=C2c3ccccc3S(=O)(=O)N21 (stereo not given)
-1	CCOC(=O)c1c(-c2ccccc2)oc2ccc(NS(=O)(=O)c3ccc(Br)cc3)cc12
-17	COc1ccc(NC(=O)CSc2nc3c(c(=O)n2-c2ccccc2)SCC3)c(OC)c1
-2&-8	O=C(O)c1ccc(COc2ccc3c4c(c(=O)oc3c2)CCC4)o1
-3	CN1CCCNC1c1ccc(-c2ccc([N+](=O)[O-])cc2)o1 (stereo not given)
-6&5	CCOCCCNC(=O)c1ccc2c(c1)ncn2C1CCCC1
-3	Cc1cccc(C2CC(c3ccc(Cl)cc3)Nc3nc(N)nn32)c1 (stereo not given)
-3	COc1ccc(S(=O)(=O)NCc2cn3c(C)csc3n2)cc1F
-14	CCOC(=O)C1(CCC(C)C)CC(CSC(=N)N)OC1=O (stereo not given)
-1	COc1ccc(C2C(C(=O)N3CCN(c4ccccc4)CC3)c3ccccc3C(=O)N2c2ccc(OC)cc2)cc1 (stereo not given)
-4	CCCCCOc1ccc(C2C(C(=O)OCC)=C(C)N=C3SC(C)C(=O)N32)cc1 (stereo not given)
-11	CCN(CC)CCNC(=O)c1ccc2c(=O)n(Cc3ccc4c(c3)OCO4)c(=S)[nH]c2c1
5	O=C1c2cccc([N+](=O)[O-])c2C(=O)N1c1ccc(Oc2ccccc2)cc1
1	CCNc1oc(-c2cccc3ccccc23)nc1C#N
-3	O=C1CC(N2CCN(CCO)CC2)C(=O)N1c1ccc(Br)cc1 (stereo not given)
-7	O=C(COc1ccc(C2CCCCC2)cc1)Nc1c[nH]c(=O)[nH]c1=O
-4	Cc1cc(C)n2cc(CSc3nnnn3C)nc2n1
5	COc1cccc(C2CC(=O)NC(SC)=C2C#N)c1 (stereo not given)
-3	CNS(=O)(=O)C1CCS(=O)(=O)C1 (stereo not given)
-22	O=C(NC1CCCCC1)C(c1ccccc1)N1CCN(C(=O)c2ccco2)CC1 (stereo not given)
-6	N=C(N)SCCS(=O)(=O)c1ccccc1
2	Cc1ccc(OCCSc2nc(-c3ccccc3)cc(=O)[nH]2)cc1C
-10	CCc1ccc(C2C(C(C)=O)C(=O)CC(C)(O)C2C(C)=O)cc1 (stereo not given)
4	O=C(c1ccc(S(=O)(=O)c2cccc(Cl)c2)c([N+](=O)[O-])c1)N1CCC(Cc2ccccc2)CC1
-5	CCC(=O)N1c2ccc(S(=O)(=O)N3CCN(C(=O)c4ccco4)CC3)cc2CC1C (stereo not given)
-5	Cc1ccc2nc(-c3ccc(NC(=O)c4ccc(C#N)cc4)cc3)sc2c1
3	CNC(=O)c1cc2cc(OC)ccc2n1CCN(C)C
-1	O=C(NC1CC2CCC(C1)N2C(=O)NCc1ccccc1)C1CC1 (stereo not given)
2	CC(=O)Oc1cc2c(cc1Br)C1CCC3(C)C(OC(C)=O)CCC3C1CC2 (stereo not given)
-14	Cc1ccc2cc(-c3ccncc3)[nH]c2c1
2	CCOC(=O)c1c(NC(=O)c2ccc(Br)cc2)sc(C)c1C
-110	CCc1ccccc1NC(=O)c1nn2c(c1Br)NC(c1ccc(Br)o1)CC2C(F)(F)F (stereo not given)
-1	CC(=O)Nc1nnc(CSCc2ccccc2)s1
0	Cc1ccc(C)c(N2CCN(C(c3ccncc3)c3nnnn3Cc3ccccc3)CC2)c1 (stereo not given)
2	C=CCNC(=O)CN(c1cccc(Br)c1)S(C)(=O)=O
-2	NC(=O)NC(Cc1ccccc1)C(=O)O (stereo not given)
-1	Cc1cc(C2(c3cc(C)c(N)c(C)c3)CCCCC2)cc(C)c1N
0	COc1ccccc1NC(=O)COC(=O)c1ccc(S(=O)(=O)NCc2ccco2)cc1
-2	CCc1ccc(N2CN(CCc3ccccc3)CNC2=S)cc1
1	CCOC(=O)C1=C(C)Nc2ncnn2C1c1ccc(OC)cc1OC (stereo not given)
-7	Cc1cc(C)nc(SC2CCCCC2NS(=O)(=O)c2ccccc2)n1 (stereo not given)
-4	Fc1ccc(-n2cc(-c3ccccc3)c3c(NCc4ccccc4Cl)ncnc32)cc1
5	Cn1c(=O)c2c(ncn2CC(=O)NCc2ccco2)n(C)c1=O
-20	CC1(C)CC(=O)C=C(NCCN2CCN(C(=O)Nc3ccc(Cl)c(Cl)c3)CC2)C1
-4&-9	O=C(CCS(=O)(=O)c1cccc2nonc12)Nc1cccc2c1CCCC2
-11	CCCCN(C)S(=O)(=O)c1cccc2cccnc12
0	Cc1ccc(-c2nc(-c3ccncc3)no2)cc1[N+](=O)[O-]
-1	CCC(Sc1nc2ccc(Br)cc2c2nc3ccccc3n12)C(=O)NCCCOC (stereo not given)

Three of the entries above in order of the 14-3-3g Raf value, descending.
14-3-3g Raf	structure
-1	Cc1cc(C2(c3cc(C)c(N)c(C)c3)CCCCC2)cc(C)c1N
-2	CCc1ccc(N2CN(CCc3ccccc3)CNC2=S)cc1
-11	CCCCN(C)S(=O)(=O)c1cccc2cccnc12

Later entries.
14-3-3g Raf	structure
5	O=C(C1CCN(S(=O)(=O)N2CCOCC2)CC1)N1CCc2ccccc21
-5	Cc1ccc(-c2noc(CN3CCN(Cc4ccccc4)CC3)n2)cc1
-8	CCOc1ccc(NC(=O)c2cnc(Nc3ccc(C)c(Cl)c3)c3ccccc23)cc1
-1	O=S(=O)(NCc1ccccc1)c1ccc(Cl)c2ccccc12
1	CC(C)c1ccc(NC(=O)CN(C)S(=O)(=O)c2cccs2)cc1
-2	CCc1c(C)nc2cc(-c3cccs3)[nH]n2c1=O
1	CCOc1cc(C=Cc2ccc3cccc(OC(C)=O)c3n2)ccc1OC(C)=O
-5	Cc1[nH]nc2c1C(c1ccc(F)cc1)CC(=O)N2 (stereo not given)
-7	Cc1cc(C)n(C(=O)CNC(=O)COc2ccccc2)n1
-4	COCCNc1nc(SCC(=O)N2CCN(c3ccccc3OC)CC2)nc2ccccc12
0	CC1C(=O)C(C)C(c2ccco2)NC1c1ccco1 (stereo not given)
-5	CCc1ccc(-n2c(=O)c3c(C)c(C)sc3n(CC(=O)Nc3ccccc3C(=O)OC)c2=O)cc1
-6	CCCCN(C)S(=O)(=O)c1ccc(C(=O)N=c2sc3cc(OC)ccc3n2CC)cc1
-2	Oc1ccc(-c2csc(-c3cccnc3)n2)cc1O
-4&-9	CC(C)(C)C1CCc2[nH]nc(C(=O)O)c2C1 (stereo not given)
-5	O=C1c2ccccc2NC(c2ccc(F)cc2)N1Cc1ccccc1 (stereo not given)
-6	Cc1c(C(=O)OC2CCCC2C)[nH]c2c1C(=O)CCC2 (stereo not given)
-4	COCCNC(=O)CSc1nc2ccccc2c(=O)n1CCCC(=O)NCc1ccccc1
2	CCOc1ccc(C2NC(=S)NC(C)=C2C(=O)Nc2ccccc2C)cc1 (stereo not given)
2	Cc1occc1-c1nnc(SCC(=O)NC(=O)NC(C)C)n1N
-9&-21	COc1cc(OC)cc(C(=O)NC2CCSC2=O)c1 (stereo not given)
-27	O=C(CC1SC2=NCCN2C1=O)Nc1ccc(Br)cc1 (stereo not given)
-5	CCN1CCN(Cc2nc3c(c(=O)n(C)c(=O)n3C)n2CC(=O)c2ccccc2)CC1
-4	COc1ccc(N2C(=O)CC(NCCc3cccc(F)c3)C2=O)cc1 (stereo not given)
-8	CCOC(=O)c1c(-c2ccc(C)cc2C)csc1NC(=O)C1CCCCC1C(=O)O (stereo not given)
-25	CCCCCOc1ccc(NC2=CC(=O)C(=O)c3ccccc32)cc1
-1	Oc1cccc2ccc(C=Cc3ccc(OC4CCCC4)cc3)nc12
-6	CCC(C)(C)n1nnnc1C(c1cc2cccc(C)c2[nH]c1=O)N1CCN(C(=O)c2ccco2)CC1 (stereo not given)
-3	CCc1c(C)nc(/N=C(/NC(=O)c2ccccc2)Nc2ccccc2OC)[nH]c1=O
7	CC1=C(C)N(c2ccccc2)NC(=S)S1
-3	O=C1c2ccccc2C(=O)C1c1cc(=O)[nH]c2c1ccc1ccccc12
-7	COc1ccc(CCNC(=O)c2ccc(N3CC4CC(C3)c3cccc(=O)n3C4)c([N+](=O)[O-])c2)cc1OC (stereo not given)
-10	COc1ccc(-c2nc3ccc(C)cc3cc2-c2ccccc2)cc1
3	Cn1c(C(=O)NCc2ccccn2)cc2c(=O)n(C)c3ccccc3c21
3	Cc1ccc(NC(=O)C2CC(=O)N(Cc3ccccc3)C(=Nc3ccccc3)S2)c(C)c1 (stereo not given)
-6	CC1OC(Nc2ccccc2[N+](=O)[O-])C(O)C(O)C1O (stereo not given)
-5	O=C1C2CCCCC2C(=O)N1c1ccc(OCc2ccccc2)cc1 (stereo not given)
-5	COc1ccc(S(=O)(=O)N2CCN(Cc3ccc4c(c3)OCO4)CC2)c2ccccc12
2	Cc1ccc(N(CCCN2C(=O)c3cccc4cccc(c34)C2=O)C(=O)C(C)(C)C)c(C)c1
-11	CC(C)(C)c1ccc(-c2nc3ccc(Br)cc3c(=O)o2)cc1
1	CN1C(=O)C(O)(CC(=O)c2ccc(Br)s2)c2ccccc21 (stereo not given)
-4	CC(CCc1ccccc1)NC(=O)Cn1c(=O)[nH]c2ccccc2c1=O (stereo not given)
-6	CC(=O)Oc1ccc(N(C(C)=O)S(=O)(=O)c2ccc(C)cc2)cc1
-4	CCOC(=O)CSc1nc2ccccc2n1C(=O)c1ccccc1[N+](=O)[O-]
8	CCC(NC(=O)NCCc1ccccc1)(C(F)(F)F)C(F)(F)F
2	CC(C)c1n[nH]c2c1CCCC2
-1	CCSc1c(C(=O)Nc2ccccc2C)ccc2c1C(=O)c1ccccc1C2=O
4	COc1ccc(OC)c(C2=NOC(C(=O)Nc3cccnc3)C2)c1 (stereo not given)
-12	COc1ccc(Cc2noc(C=Cc3ccc(C)cc3)n2)cc1OC
-6	CCOC(=O)c1ccccc1NC1c2ccccc2C(=O)N1C1CCN(C(=O)OCC)CC1 (stereo not given)
4	Cc1ccccc1N1C(=O)c2ccc([N+](=O)[O-])cc2C1=O
0	CCOC(=O)C1=C(O)C(=O)N(c2ccc(S(N)(=O)=O)cc2)C1c1ccc(OC)cc1OC (stereo not given)
3	COC(=O)c1c(C#N)c(N)nc2c1CCC2
0	Cc1cc(C)c(NS(=O)(=O)c2cc(S(=O)(=O)Nc3c(C)cc(C)cc3C)c3cccc4c3c2NC4=O)c(C)c1
2	O=C(O)CCc1ccc(-c2cccs2)n1NC(=O)c1ccco1
-3	CN1CCN(CCCNC(=O)c2ccc3c(=O)n(CCc4ccccc4)c(=O)[nH]c3c2)CC1
-5	N#CC12CCCCC1CC1CCCCC1(C#N)N2Cc1ccccn1 (stereo not given)
-3	COc1ccccc1CC(=O)Nc1ccc(-c2noc(-c3ccccc3C)n2)cc1
1	Cc1nc(SCC(=O)NCC2CCCO2)c2c(=O)n(C)c(=O)n(C)c2n1 (stereo not given)
-4	CC1=C(C(=O)OCc2ccc(C)cc2)C(c2ccccc2OCc2ccccc2)NC(=O)N1 (stereo not given)

Continuation:
14-3-3g Raf	structure
-3	Cc1ccc(/C(O)=C2\C(=O)C(=O)N(c3cccnc3)C2c2ccc(O)cc2)cc1 (stereo not given)
-21	O=C1c2ccccc2C(=O)c2c(NC(=O)C(c3ccccc3)c3ccccc3)cccc21
2	CN(C)c1ccc(C=Nc2ccccc2)cc1
13	COCCCNC(=O)C(=O)Nc1ccc(C)c(C)c1
-3	CCN(CC)S(=O)(=O)c1ccc(F)c(C(=O)NCCCN2CCOCC2)c1
-6	O=c1c(-c2ccccc2Cl)coc2cc(O)ccc12
-20	Cc1cc2c(=O)n(CC(=O)N3CCN(c4ccccc4F)CC3)cnc2s1
-1	O=C(Nc1ccc(NC(=O)c2sc3ccccc3c2Cl)cc1)c1cccs1

Of the compounds above, 14 contain a furan ring, fused or not.
14-3-3g Raf	structure
-16	O=C(c1cc2ccccc2o1)N1CCc2c([nH]c3ccccc23)C1c1ccccc1 (stereo not given)
2	COc1cc2c(cc1NC(=O)CSc1nc3ccccc3s1)oc1ccccc12
-1	CCOC(=O)c1c(-c2ccccc2)oc2ccc(NS(=O)(=O)c3ccc(Br)cc3)cc12
-2&-8	O=C(O)c1ccc(COc2ccc3c4c(c(=O)oc3c2)CCC4)o1
-3	CN1CCCNC1c1ccc(-c2ccc([N+](=O)[O-])cc2)o1 (stereo not given)
-22	O=C(NC1CCCCC1)C(c1ccccc1)N1CCN(C(=O)c2ccco2)CC1 (stereo not given)
-5	CCC(=O)N1c2ccc(S(=O)(=O)N3CCN(C(=O)c4ccco4)CC3)cc2CC1C (stereo not given)
-110	CCc1ccccc1NC(=O)c1nn2c(c1Br)NC(c1ccc(Br)o1)CC2C(F)(F)F (stereo not given)
0	COc1ccccc1NC(=O)COC(=O)c1ccc(S(=O)(=O)NCc2ccco2)cc1
5	Cn1c(=O)c2c(ncn2CC(=O)NCc2ccco2)n(C)c1=O
0	CC1C(=O)C(C)C(c2ccco2)NC1c1ccco1 (stereo not given)
2	Cc1occc1-c1nnc(SCC(=O)NC(=O)NC(C)C)n1N
-6	CCC(C)(C)n1nnnc1C(c1cc2cccc(C)c2[nH]c1=O)N1CCN(C(=O)c2ccco2)CC1 (stereo not given)
2	O=C(O)CCc1ccc(-c2cccs2)n1NC(=O)c1ccco1

Source: PubChem (Emory University Molecular Libraries Screening Center)

The list is partial; count on the stated rates, not on these rows.
